Assay outcomes from PubChem.
NCI-60 one-dose screen, 48 h, at 10 µM unless noted. Numbers give growth in % (100 = growth as untreated, 0 = no growth, -100 = all killed).
SF-295: SF-295 CNS cancer cells; actives 5.6% (n = 79,000); AID 1794758
DU-145: DU-145 prostate cancer; actives 4.2% (n = 81,000); AID 1794760
U251: U251 CNS tumor cells; actives 5.4% (n = 80,000)
OVCAR-4: OVCAR-4 ovarian cancer cells; actives 3.7% (n = 80,000)
OVCAR-3: OVCAR-3 ovarian cancer; actives 7% (n = 79,000); AID 1794787
SK-OV-3: SK-OV-3 ovarian cancer cells; actives 3.2% (n = 80,000); AID 1794785
OVCAR-5: OVCAR-5 ovarian cancer; actives 2.9% (n = 82,000)
PC-3: PC-3 prostate cancer cells; actives 3.9% (n = 80,000)
OVCAR-8: OVCAR-8 ovarian cancer. actives 4.4% (n = 81,000). AID 1794782
The depositor's hits bear a star; . = not tested or not shown; & = joins results of further samples; [ ] = another dose, or the depositor's remark. The calls were made as follows: active = growth percent below 10; inactive = the rest.

SMILES	SF-295	DU-145	U251	OVCAR-4	OVCAR-3	SK-OV-3	OVCAR-5	PC-3	OVCAR-8
Cc1cnc(NC(=O)CSc2nnc(-c3cccnc3SCc3ccccc3)o2)s1	90	58	73	67	82	96	88	46	70
COc1ccc(/C=N/NC(=O)c2c(N)nn(C)c2Nc2ccccc2)cc1Oc1ccccc1	90	101	94	92	.	112	92	75	88
Cc1[nH]c(C(=O)Nc2ccc(C(N)=O)cc2OC2CCCC2)c(Cl)c1Cl	101	99	92	108	104	112	114	88	87
F[Si](Cc1ccccc1)(Cc1ccccc1)Cc1ccccc1	82	114	87	.	94	96	94	61	95
CCOc1ccc(CN(C2CCS(=O)(=O)C2)S(=O)(=O)c2ncsc2-c2ccccc2)cc1 (stereo not given)	97	104	101	99	.	103	106	99	100
COc1ccc(-c2nn(Cc3cc(OC)c(OC)c(OC)c3)c3c2-c2oncc2CC3)cc1OC	96	.	83	90	104	110	93	97	92
Cc1cc(C)c(NC(=O)c2sc3nc4c(cc3c2N)CN(Cc2ccccc2)CC4)c(C)c1	22	28	33	32	-3.0*	24	57	22	47
CN(C)CCCN1c2ccccc2CCc2ccccc21	106	113	92	69	116	94	103	83	97
COc1ccc(NC(=O)CNn2c(COc3ccccc3)nc3ccccc3c2=O)cc1	108	108	99	96	107	.	105	90	100
CN1CCN(CCNC(=O)Nc2ncccc2OCc2ccccc2Cl)CC1	99	88	97	88	.	107	100	85	98
C[C@]12CC[C@H]3[C@@H](CCC4=CC(=O)CC[C@@]43C)[C@@H]1CC[C@@H]2CN=[N+]=[N-]	88	103	72	62	90	98	88	48	83
O=C1[C@H]2Cc3c([nH]c4ccccc34)[C@@H](c3c(Cl)cccc3Cl)N2C(=O)CN1C1CCN(CC2CCCCC2)CC1	105	49	89	101	68	109	98	64	100
O=c1ccc(=O)n(-c2nc(-c3cc4c(ccc5ccccc54)oc3=O)cs2)[nH]1	97	99	94	97	104	89	114	93	97
COc1cc(-c2cc(-c3ccc(Nc4ncnc5cc(Cl)ccc45)cc3)nc(N3CCCC3)n2)cc(OC)c1OC	90	105	89	106	113	.	100	81	99
Cc1noc(C)c1C(=O)OCc1coc2ccccc2c1=O	104	28	73	63	45	109	72	70	92
CN(C)CCOc1ccc(C(=C(c2ccccc2)C2CCCC2)c2ccc(OCCN(C)C)cc2)cc1	102	88	72	98	88	85	93	93	97
O=C(c1ccc(Br)cc1)C1C(c2ccc(Cl)cc2)C2CCCN2C12C(=O)Nc1ccccc12 (stereo not given)	61	82	62	65	67	73	78	33	63
CC(=O)C1=C(C)NC(=O)NC1c1ccccc1 (stereo not given)	101	115	101	106	108	107	111	122	107
CCC(CC)NCCOC(=O)c1ccc([N+](=O)[O-])cc1	122	130	111	99	124	99	98	101	103
COc1cccc(/C=C2\Cc3ccccc3C2=O)c1	95	104	.	101	110	101	111	88	97
O=C(O)c1ccccc1NS(=O)(=O)c1cccc(-n2sc3ccccc3c2=O)c1	97	103	97	.	109	100	105	94	102
CCCO/N=C/c1ccncc1	109	104	103	115	118	107	100	100	95
CCOC(=O)[C@]12CCC(C)(C)C[C@H]1C1=CC[C@@H]3[C@@]4(C)C/C(=C/c5cccnc5)C(=O)C(C)(C)[C@@H]4CC[C@@]3(C)[C@]1(C)CC2	92	83	79	80	66	91	100	34	85
COc1ccc(-c2cc(-c3cc(OC)ccc3OC)[nH]c(=O)c2C#N)cc1	31	74	40	69	21	72	116	73	57
COc1cc(/C=C/C(=O)c2ccc(Nc3nc(NCCO)nc(N4CCOCC4)n3)cc2)cc(OC)c1OC	67	18	15	24	2.9*	.	34	31	12
SMILES	SF-295	DU-145	U251	OVCAR-4	OVCAR-3	SK-OV-3	OVCAR-5	PC-3	OVCAR-8
CCCNC(=O)Oc1ccc(/C(=C(/CC)Cc2ccccc2)c2ccc(OCCN(CC)CC)cc2)cc1	98	86	45	86	79	88	95	61	80
O=C(CSc1nnc(-c2cc(-c3ccccc3)nc3ccccc23)n1-c1ccccc1)Nc1ccc(Cl)cc1	108	101	98	105	105	86	105	78	100
CN(C)c1ccc(-c2nc(N3CCOCC3)c3c4c(sc3n2)CCCC4)cc1	101	104	101	102	101	83	94	84	104
O=S(=O)(NC1c2ccccc2CC1O)c1ccc(Cl)cc1 (stereo not given)	98	103	98	110	111	112	103	99	114
CSc1nc(NCC(C)C)nc(NCC(C)C)n1	.	102	92	92	105	97	.	90	101
Cc1cc(C)cc(Nc2nccc(-c3c(-c4ccc(F)cc4)ncn3C3CCNCC3)n2)c1	5.7*	9.4*	13	30	6.0*	9.1*	35	15	-25*
COC(=O)c1nc(=S)[nH]c(C(=O)OC)c1C(=O)c1ccc(O)cc1	101	117	104	112	116	107	114	104	109
CCCCCCc1cc2cc(-c3csc(/C=C/c4ccccc4)n3)c(=O)oc2cc1O	-55*	53	0.3*	37	2.3*	47	82	25	20
Cc1nn(-c2ccccc2)c(C)c1C(=O)Nc1nnc(-c2ccco2)o1	114	101	98	96	113	113	107	91	109
O=C(CCl)c1cccnc1C(=O)O	96	114	98	108	109	106	113	93	98
CC#Cc1nc(Nc2cc(C)[nH]n2)c2ccccc2n1	.	-4.2*[100 µM]	-25*[100 µM]	20[100 µM]	-59*[100 µM]	29[100 µM]	29[100 µM]	-29*[100 µM]	14[100 µM]
NS(=O)(=O)c1ccc(CCn2c(SCC(=O)N/N=C/c3ccccc3Cl)nc3ccccc3c2=O)cc1	65	67	47	86	64	93	96	35	35
Cc1[nH]c(/C=C/C(=O)c2ccc(C(F)(F)F)c(F)c2)c(C)c1C(=O)N1CCCCC1	94&89	101&104	84&79	85&82	103&106	102&115	97&103	90&103	97&98
COc1ccc(-c2cc(C(=O)Nc3nc4ccc(F)cc4s3)nc3cc(-c4ccccc4)nn23)cc1	105	112	101	107	112	91	93	93	107
CCn1c(O)c(N=NC(=O)c2ccc(S(N)(=O)=O)cc2)c2ccccc21	106	110	99	.	106	99	109	97	100
C=CN1C(=O)c2ccccc2C1=O	100	103	99	100	111	107	105	95	103
N#CCCC(Cl)(Cl)Cl	98	93	112	113	89	108	87	103	99
COCCn1c(-c2ccccc2)cc2c1-c1oncc1CC2	.	108	84	86	88	94	94	77	95
O=c1[nH]c2nc(Br)[nH]c(=O)c2[nH]1	137	115	110	99	110	106	103	104	103
Cc1cn(C(C)C)c(=O)[nH]c1=O	103	108	97	106	115	95	103	93	91
O=C(O)c1c[nH]c2ccc([N+](=O)[O-])cc2c1=O	101&120	105&118	105&106	114	107&124	106	99&98	98&110	112&111
CCN(CC1CN(C(C)(C)c2ccc(OC)cc2)C1)C(=O)c1cc2ccccc2[nH]1	96	104	93	94	87	78	75	77	91
O=c1c2cccc3c(NCCO)ccc(c32)c2nc3ccccc3n12	112	101	97	92	90	97	98	82	96
O=C1NC2CSC(CCCCC(=O)ON3C(=O)CCC3=O)C2N1 (stereo not given)	98	110	102	117	104	101	99	101	102
Nc1c(O)ccc2ccccc12	97	102	102	103	95	88	106	84	91
SMILES	SF-295	DU-145	U251	OVCAR-4	OVCAR-3	SK-OV-3	OVCAR-5	PC-3	OVCAR-8
Nc1[nH]n2cc(-c3ccc(Cl)cc3)nc2c1N=Nc1ccc(S(N)(=O)=O)cc1	101	85	86	83	97	79	106	94	95
CN1CCC(Nc2ccc(C(=O)Nc3cc(-c4ccc5c(c4)OCO5)[nH]n3)cc2)CC1	78	65	71	51	85	24	103	49	79
COC(=O)c1c2c(c[n+]([O-])c1C)C(=O)C=CC2=O	103	74	38	-13*	-66*	97	118	66	35
CCCCc1ccc(NC(=O)CSc2nnc(-c3ccccc3F)n2N)cc1	113	109	95	104	98	101	72	84	79
COc1ccc(NC(=O)N/N=c2\cc(C)c3ccc(O)cc3o2)cc1	92	102	91	108	112	87	98	94	101
Cc1c(Cc2ccccc2)c(=O)oc2c(C)c(OCC(=O)NN3C(=O)c4ccccc4C3=O)ccc12	103	109	95	102	104	101	108	95	97
O=C(O)CCCCCCCCCCN1C(=O)CSC1=S	100	107	99	103	113	116	102	100	97
COc1ccc(C=Nc2cc(C(C)C)c(O)cc2C)cc1S(=O)(=O)O	103	111	103	100	101	94	98	93	112
O=[N+]([O-])c1ccc2c(c1)Cc1cc(I)ccc1-2	83	116	96	117	110	123	97	101	118
O=C(NC1C(O)OC(CO)C(O)C1O)NS(=O)(=O)c1ccc(CCNC(=O)c2cccc(Cl)c2)cc1 (stereo not given)	98	106	104	101	109	110	102	100	104
COc1cccc(CC2(N3CCC(CN(CC(F)(F)F)C(=O)c4cc5ccccc5[nH]4)CC3)CC2)c1	65	74	76	39	65	67	86	59	76
Cc1nnc(N2CCN(c3ccccc3)CC2)c2ccccc12	96	111	97	104	108	96	98	99	97
COc1cc(/C=C\c2cc(OC)c(OC)c(OC)c2)cc(N/C=C\C(=O)c2c[nH]c3ccccc23)c1OC	56	42	59	.	-94*	90	35	37	34
CS(=O)(=O)Nc1cc(-c2ccc3ncnc(Nc4ccc5c(cnn5Cc5ccccc5F)c4)c3c2)cnc1Cl	61	52	46	63	13	30	38	38	70
CSc1nc(N)nc2c1ncn2C1OC(CO)C(O)C1O (stereo not given)	106	119	107	111	115	.	101	98	100
N#CC1=C(N)n2nc(-c3ccccc3)nc2NC1c1ccc(Cl)cc1 (stereo not given)	97	108	94	109	111	86	108	.	96
COc1ccc(OC)c(/C=C/c2nnc(Nc3ccc(Cl)cc3)o2)c1	47	79	42	-16*	32	33	103	75	67
CCOC1CCCC(n2cnc3c(=S)nc[nH]c32)O1 (stereo not given)	115	103	111	105	119	104	99	89	99
Cc1ccc(N=Cc2ccccc2O)cc1Cl	122	102&111	108&99	90&105	103&119	110&101	105&105	87&85	111&95
CC(=O)O[C@H]1[C@H](CC#CC#CC[C@@H]2C[C@]3(C)[C@H]4CC=C5[C@H]6[C@@H](C)[C@H](C)CC[C@]6(C(=O)NCCCN6CCN(CCCN)CC6)CC[C@@]5(C)[C@]4(C)CC[C@H]3C(C)(C)[C@H]2OC(C)=O)C[C@]2(C)[C@H]3CC=C4[C@H]5[C@@H](C)[C@H](C)CC[C@]5(C(=O)NCCCN5CCN(CCCN)CC5)CC[C@@]4(C)[C@]3(C)CC[C@H]2C1(C)C	.	109	95	110	101	118	110	98	116
CC[C@@H](C)/C=C(C)/C=C/C(O)=C1\C(=O)N[C@@H]([C@H](O)c2ccc(OC(=O)[C@@]34CC[C@@](C)(C(=O)O3)C4(C)C)cc2)C1=O	128	124	106	.	126	117	123	104	107
O=C1OC(c2ccccc2)N/C1=C\c1ccc2c(c1)OCO2 (stereo not given)	99	.	102	96	102	105	97	99	101
CNC(=O)c1cc(Oc2ccc(NC(=O)Nc3ccc(Cl)c(C(C)C)c3)c(F)c2)ccn1	58	91	77	58	68	83	76	63	80
CCCCn1c(=O)[nH]c(N)c(C(c2ccc(F)cc2)c2c(N)[nH]c(=O)n(CCCC)c2=O)c1=O	57	79	65	65	54	81	94	54	66
COC1=C(OC)C(=O)C(SCCC(=O)OCCCCCC(C)C)=C(C)C1=O	98	112	108	97	113	108	103	91	102
SMILES	SF-295	DU-145	U251	OVCAR-4	OVCAR-3	SK-OV-3	OVCAR-5	PC-3	OVCAR-8
N#CC1=C(N)Oc2cc(N)ccc2C1c1cccnc1 (stereo not given)	100	104	102	80	97	94	103	89	106
CCCCCN1C=C/C(=C\C(=O)N(C)c2cccc3ccccc23)c2ccccc21	98	104	96	86	97	100	109	94	98
COc1cc(C(=O)c2cc(C)c3[nH]c4ccc(O)cc4c3c2C)cc(OC)c1OC	9.6*	-13*	12	48	-45*	46	39	25	27
Cc1ccc2c(c1)C(=O)N(Cc1ccc(S(N)(=O)=O)cc1)C2=O	104	101	100	106	99	102	108	99	104
Cc1ccc(C)c2c1sc1nc3nc4sc5ccccc5n4c(=N)c3c(=O)n12	104	108	107	88	89	92	91	72	116
COc1ccc(/C=C2\C(=O)Nc3ccccc32)cc1OCc1ccccn1	93	98	91	95	101	99	105	83	88
Nc1c(-c2ccc(-c3ccccc3)cc2)nc2cnccn12	93	98	95	96	102	103	98	98	97

Ordered by length of the SMILES (highest first): six of the compounds above.
SMILES	SF-295	DU-145	U251	OVCAR-4	OVCAR-3	SK-OV-3	OVCAR-5	PC-3	OVCAR-8
CNC(=O)c1cc(Oc2ccc(NC(=O)Nc3ccc(Cl)c(C(C)C)c3)c(F)c2)ccn1	58	91	77	58	68	83	76	63	80
COc1ccc(NC(=O)CNn2c(COc3ccccc3)nc3ccccc3c2=O)cc1	108	108	99	96	107	.	105	90	100
N#CC1=C(N)Oc2cc(N)ccc2C1c1cccnc1 (stereo not given)	100	104	102	80	97	94	103	89	106
Cc1ccc(N=Cc2ccccc2O)cc1Cl	122	102&111	108&99	90&105	103&119	110&101	105&105	87&85	111&95
C=CN1C(=O)c2ccccc2C1=O	100	103	99	100	111	107	105	95	103
CCCO/N=C/c1ccncc1	109	104	103	115	118	107	100	100	95

Record cards, from the list above. Order of values: SF-295	DU-145	U251	OVCAR-4	OVCAR-3	SK-OV-3	OVCAR-5	PC-3	OVCAR-8
COc1cc(C(=O)c2cc(C)c3[nH]c4ccc(O)cc4c3c2C)cc(OC)c1OC reads 9.6*	-13*	12	48	-45*	46	39	25	27
CCCCCN1C=C/C(=C\C(=O)N(C)c2cccc3ccccc23)c2ccccc21 reads 98	104	96	86	97	100	109	94	98
COc1ccc(/C=C2\C(=O)Nc3ccccc32)cc1OCc1ccccn1 reads 93	98	91	95	101	99	105	83	88
Cc1ccc(C)c2c1sc1nc3nc4sc5ccccc5n4c(=N)c3c(=O)n12 reads 104	108	107	88	89	92	91	72	116
Nc1c(-c2ccc(-c3ccccc3)cc2)nc2cnccn12 reads 93	98	95	96	102	103	98	98	97
